KCNK3 inh: human KCNK3 channel inhibition, primary screen; O14649; CHO-KCNK3 thallium flux, FluxOR fluorescence; hits give low values; B-score at 10 µM; 0.84% of 340,000 active;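 active = B-score under library mean minus 4 SD, starting fluorescence ratio at most library mean plus 5 SD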;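 note: more negative B-score means stronger inhibition of thallium flux through KCNK3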
Target sequence (O14649 whole entry, looked up): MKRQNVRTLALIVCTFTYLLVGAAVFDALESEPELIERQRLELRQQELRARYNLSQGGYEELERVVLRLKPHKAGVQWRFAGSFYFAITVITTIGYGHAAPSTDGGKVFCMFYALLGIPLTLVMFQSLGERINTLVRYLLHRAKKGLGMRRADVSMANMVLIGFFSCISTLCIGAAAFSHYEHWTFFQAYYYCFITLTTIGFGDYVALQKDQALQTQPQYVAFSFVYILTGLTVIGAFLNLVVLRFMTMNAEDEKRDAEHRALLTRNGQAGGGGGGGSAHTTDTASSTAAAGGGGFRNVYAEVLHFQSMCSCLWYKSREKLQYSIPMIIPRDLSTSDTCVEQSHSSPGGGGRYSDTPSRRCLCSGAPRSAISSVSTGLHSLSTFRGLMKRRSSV
GSK3 alpha inh: inhibitors of human GSK-3 alpha kinase; P49840; ADP-Glo luminescence, 60 min; inhibition, % at 10 µM; 0.1% of 320,000 active;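 in the data active = inhibition above about 50%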;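 note: GST-tagged GSK-3 alpha with peptide substrate and 25 µM ATP; 0% = DMSO neutral wells and 100% = GW8510 positive control wells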
Target sequence (P49840 whole entry, looked up): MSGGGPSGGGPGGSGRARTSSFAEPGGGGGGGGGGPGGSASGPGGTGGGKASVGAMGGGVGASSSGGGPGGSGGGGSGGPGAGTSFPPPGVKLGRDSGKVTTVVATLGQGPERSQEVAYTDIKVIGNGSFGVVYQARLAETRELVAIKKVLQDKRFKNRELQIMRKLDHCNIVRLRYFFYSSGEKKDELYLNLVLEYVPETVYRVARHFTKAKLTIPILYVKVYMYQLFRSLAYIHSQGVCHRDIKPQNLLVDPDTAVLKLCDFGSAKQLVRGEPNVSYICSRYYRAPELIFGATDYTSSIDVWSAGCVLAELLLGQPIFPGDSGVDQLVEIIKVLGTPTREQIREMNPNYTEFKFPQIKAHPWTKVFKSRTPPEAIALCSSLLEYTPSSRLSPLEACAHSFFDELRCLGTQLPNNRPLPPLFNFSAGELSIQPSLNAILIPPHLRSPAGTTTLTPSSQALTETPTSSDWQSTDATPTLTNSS
KCNQ1 inh: inhibitors of human KCNQ1 potassium channel; CHO-K1 KCNQ1, FluxOR thallium flux fluorescence; hits give high values; B-score at 10 µM; AID 2642; 1.3% of 310,000 active; P51787;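 active = compounds whose thallium flux B-score, printed positive for inhibition, exceeds three library SD while starting fluorescence stays within three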;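 note: channel opened by potassium depolarization with thallium stimulus after 20 min compound exposure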
GSK3beta inhib: blocks human GSK3beta kinase activity. GST-GSK3beta kinase, ADP-Glo luminescence, 60 min; hits give low values. AID 2097. 0.038% of 300,000 active. P49841. activity score (negative = inhibition), % at 10 µM;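 active = more than half of replicate wells score below -50%, meaning over 50% inhibition versus plate controls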;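 note: 0% = median DMSO wells and -100% = median GW8510 positive control wells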
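Assay system: GST-tagged human GSK3beta kinase, cell-free; Input: 1.6 ng GSK3beta; Medium: Tris/MgCl2 kinase buffer; Timing: 60 min enzyme reaction, room temperature; Signal: ADP-Glo luminescence quantifying ADP generated by kinase; Evaluation: score relative to plate controls; Benchmarks: DMSO neutral wells and GW8510 at 20 µM as positive.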
hERG rescue: hERG (human) protection from proarrhythmic block. Q12809. 0.51% of 310,000 active. CHO-hERG, FluxOR thallium flux, dofetilide IC70 present. AID 1511. activation (rescue from dofetilide block), less the hit threshold, % at 10 µM;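 active = activation above the mean of controls blocked by dofetilide plus 5 SD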;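 note: thallium influx through hERG after potassium depolarization seen as dye fluorescence rise; in these data hits start at about 4.7%; inactives centre near -7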
KCNK9 block: inhibitors of human KCNK9 two-pore domain potassium channel; Q9NPC2; HEK293 KCNK9, FluxOR thallium flux fluorescence; hits give low values; B-score at 10 µM; 1.2% of 310,000 active; AID 488922;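 active = ratio B-score over 3 SD below the library mean, with starting fluorescence within 5 SD of its mean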;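 note: negative B-score means less thallium flux so channel inhibition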
PolyA inh: inhibitors of polyadenylation in S. cerevisiae; S. cerevisiae SKY197-pL101 polyadenylation reporter, beta-gal luminescence; efflux-impaired pdr1/pdr3 knockout yeast; score 100 = 6 SD above DMSO; calls only at 12 µM; 0.02% of 300,000 active;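 active = lowest replicate activity score at least 50, where 100 means six control SD above control mean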;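 note: yeast exposed to compound for 9 h at 30 °C; higher score means more reporter readthrough which indicates perturbed polyadenylation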
Dyrk1A ADPGlo: Dyrk1A (rat) kinase inhibition; ADP-Glo luminescence, NFATc1 peptide; 0.43% of 310,000 active; Q63470; inhibition, % at 12.5 µM; in the data active = inhibition above about 50%;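 note: plate controls were vehicle with enzyme for no effect and no enzyme for full effect; many of its hits are not listed in these tables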
RGS4 pot: potentiators or activators of RGS4 | HEK293 M3R/inducible RGS4, carbachol calcium flux Fluo4; hits give low values | B-score at 10 µM | 0.92% of 310,000 active | AID 463111;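 active = B-score of the integrated calcium signal more than 4 SD below the library mean, with starting fluorescence not abnormally high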;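 note: negative B-score means reduced calcium response which marks RGS4 activation or potentiation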
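Material: Inducible-RGS4 HEK293 cells carrying M3 receptor; also added: carbachol at ECmax as muscarinic agonist stimulus; incubation: compound preincubation 20 min at room temperature before agonist; signal: Fluo4-AM (2 µM) calcium-flux fluorescence, kinetic read; measure: integrated calcium ratio converted to B score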
RGS4 block: human RGS4 inhibition; B-score at 10 µM; 0.45% of 310,000 active; HEK293 M3R/RGS4 inducible, Fluo-4 calcium flux; hits give high values; triggered by carbachol at its EC20;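 active = B-score, a plate-corrected calcium signal, over three deviations above library mean, with baseline fluorescence within five deviations of library mean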;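 note: RGS4 expression induced by doxycycline in cells with stable M3 receptor; B-score is computed from the integrated fluorescence ratio over baseline after carbachol; higher B-score means a larger calcium signal and so more RGS4 inhibition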
Target sequence (P49798 whole entry, looked up): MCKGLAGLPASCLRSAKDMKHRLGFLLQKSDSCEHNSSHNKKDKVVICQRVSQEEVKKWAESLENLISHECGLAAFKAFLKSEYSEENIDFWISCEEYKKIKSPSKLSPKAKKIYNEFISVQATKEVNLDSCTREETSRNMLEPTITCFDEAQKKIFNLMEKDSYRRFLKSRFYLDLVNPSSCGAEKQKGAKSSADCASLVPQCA
KCNQ1 pot: human KCNQ1 channel potentiation or activation; 0.35% of 310,000 active; AID 2648; P51787; CHO-K1 KCNQ1, thallium flux FluxOR fluorescence; hits give high values; B-score at 10 µM;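 active = fluorescence ratio B-score, a plate-corrected score, at least three library SD, with initial intensity B-score within 5 SD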
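Test system: CHO-K1 cells stably expressing KCNQ1 / Medium: assay buffer / Also added: depolarizing K+/Tl+ stimulus, K2SO4 and Tl2SO4 each 12.5 mM in 5x stock / Incubation: 90 min dye loading and 20 min compound exposure, both at room temperature / Signal: thallium influx via FluxOR fluorescence, kinetic imaging / Evaluation: B score of baseline-normalized fluorescence ratio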
Starred values were filed as active, the others as inactive; i = inactive; . = not tested or not shown. This is a subset; count on the stated rates, not on these rows.

SMILES	KCNK3 inh	GSK3 alpha inh	KCNQ1 inh	GSK3beta inhib	hERG rescue	KCNK9 block	PolyA inh	Dyrk1A ADPGlo	RGS4 pot	RGS4 block	KCNQ1 pot
N#CCSc1nnc(-c2cccnc2)n1-c1ccccc1	i	1	i	-1	-10	i	i	0	i	i	i
Cc1cc(C)nc(OC(C(=O)O)C(OCCc2ccccc2)(c2ccccc2)c2ccccc2)n1 (configuration not stated)	i	-8	i	0	-7	i	i	.	i	i	i
CCN(CC(=O)Nc1ccc2c(c1)OCCO2)C(=O)/C=C/c1ccccc1	i	-2	i	-2	-6	i	i	0	i	i	i
CNC(=O)C1CC(=O)N(Cc2ccccc2)C(=Nc2ccc(OC)cc2)S1 (configuration not stated)	i	-1	i	1	-5	i	i	-1	i	i	i
CC(=O)N1CCc2ccc(S(=O)(=O)N3CCN(C)CC3)cc21	i	-4	i	-4	-8	i	.	1	i	i	i
NC(=O)CSc1nc(C2CC2)nc2sc3c(c12)CCCC3	i	-2	i	0	-3	i	i	3	i	i	i
COC(=O)C1(NC(=O)NC2CCCCC2)CCCCC1	i	0	i	1	-7	i	i	12	i	i	i
COc1ccc(CCN2C(=O)c3[nH]nc(-c4ccccc4O)c3C2c2cccc(O)c2)cc1OC (configuration not stated)	i	-2	i	0	-40	i	i	3	i	i	i
COCCNC(=O)/C(C#N)=C\c1ccc(CNS(=O)(=O)c2ccccc2)o1	i	0	i	-4	-9	i	i	3	i	i	i
Cc1ccc(C)c(C(=O)CCC(=O)NCc2ccc(Cl)cc2)c1	i	-2	i	3	-16	i	i	.	i	i	i
CC(=O)c1ccc(NC(=O)c2cc(S(=O)(=O)N3CCOCC3)ccc2C)cc1	i	-1	i	0	-11	i	i	0	i	i	i
Cc1cc(C)c(C#N)c(N2CCSCC2)n1	i	-9	i	-7	-8	i	i	3	i	i	i
Cc1ccc(S(=O)(=O)N2CCOCC2)cc1NC(=O)COC(=O)CCC(=O)c1cccs1	i	1	i	2	-6	i	i	11	i	i	i
CNC(=S)NNC(=O)CSCc1c(Cl)cccc1Cl	i	-1	i	-1	-10	i	i	-6	i	i	i
Cc1cc(C(=O)NNc2c(Cl)cccc2Cl)n(C(C)(C)C)n1	i	1	i	4	-4	i	i	7	i	i	i
COc1ccccc1NC(=S)N(Cc1ccco1)Cc1cc2cc(C)cc(C)c2[nH]c1=O	i	0	i	-2	-8	i	i	-6	i	i	i
CCOc1ccc(OCCC(=O)N(CC(=O)Nc2ccccc2C(F)(F)F)Cc2ccco2)cc1	i	-3	i	2	-14	i	i	-13	i	i	i
COc1ccc(C(=O)NNC(=O)Cc2ccc(Cl)cc2)cc1	i	-2	i	-2	-8	i	i	.	i	i	i
Oc1c(Cl)cc(Cl)cc1/C=C/c1ccc2cccc(O)c2n1	i	3	i	0	-8	i	i	-3	i	i	i
Cc1sc2ncnc(SCC(=O)N3CCCC3=O)c2c1C	i	-2	i	-7	-15	i	i	-4	i	i	i
CCOc1ccccc1N(CC(=O)NCC1CCCO1)C(=O)CCC(=O)Nc1cc(C)on1 (configuration not stated)	i	1	i	1	-5	i	i	-1	i	i	i
Cc1cc(C)c(S(=O)(=O)NCCCn2ccnc2)cc1C	i	-1	i	3	-7	i	i	6	i	i	i
O=C(OC1CCOC1=O)c1cncc(Br)c1 (configuration not stated)	i	-2	i	1	-7	i	i	2	i	i	i
CCc1ccc(NC(=O)Cn2cccc2)cc1	i	1	i	0	-6	i	i	-26	i	i	i
Cc1nc(C(=O)N(C)C)nn1-c1ccc(Cl)cc1Cl	i	-1	i	3	-7	i	i	-1	i	i	i
Cc1ccc(Cl)cc1N1CCN(C(=O)CCS(=O)(=O)c2ccc3c(c2)NC(=O)CO3)CC1	i	-3	i	2	-14	i	i	4	i	i	i
O=C(COC(=O)Cc1ccccc1F)NCCNC(=O)COC(=O)Cc1ccccc1F	i	2	i	-1	-9	i	i	16	i	i	i
Cc1nnc(SCC(=O)Nc2sccc2C#N)s1	i	-2	i	2	-8	i	i	-2	i	i	i
CC(C)(C)CC(=O)Nc1cc2c3c(c1)CCC(=O)N3CCC2	i	.	i	2	-6	i	i	0	i	i	i
C=CCN(CC=C)S(=O)(=O)c1ccc(NC(=S)NC(=O)/C=C/c2ccccc2)cc1	i	-4	i	1	-7	i	i	-12	i	i	i
NC(=O)C1CCN(c2ncnc3c2c(-c2ccccc2)cn3-c2ccccc2)CC1	i	-3	i	-3	-4	i	i	25	i	i	i
CCOC(=O)/C(=N/Nc1ccccc1)c1csc(Nc2ccccc2)n1	i	-1	i	1	-2	i	i	-1	i	i	i
O=C(CCN1C(=O)S/C(=C\c2ccccc2)C1=O)Nc1ccc(S(=O)(=O)Nc2nccs2)cc1	i	-1	i	0	-6	i	i	6	i	i	i
CCOc1ccc(C(=O)/C=C/Nc2ccc(S(=O)(=O)Nc3cc(C)nc(C)n3)cc2)cc1	.	-2	i	2	-5	i	i	.	i	i	i
Cc1ccc(S(=O)(=O)N(C)C)cc1NC(=O)COC(=O)c1n[nH]c(=O)c2ccccc12	i	3	i	-4	-12	i	i	.	i	i	i
CC(C)(C)C1=CC(=O)C(N2CCOCC2)=CC1=O	i	-1	i	1	0	i	i	4	i	i	i
COc1cc(C(=O)N/N=C/c2cn(Cc3cccc(F)c3)c3ccccc23)ccc1O	i	2	i	-2	-14	i	i	-9	i	i	i
COc1ccc(N2CC(C)Cn3c2nc2c3c(=O)n(CCc3ccccc3)c(=O)n2C)cc1 (configuration not stated)	i	.	i	-5	-8	i	i	2	i	i	i
CCOc1cc(NC(=S)NCCCN(C)C)c(OCC)cc1NC(=O)c1cccs1	i	0	i	-3	-2	i	i	-3	i	i	i
c1ccc(-c2cn(-c3ccccc3)c3[n+]2CCCS3)cc1	i	0	i	2	-14	i	i	1	i	i	i
CCN(CC)c1ccc(/C=C2\C(=O)N(c3nnc(C)c(=O)[nH]3)N=C2C)cc1	i	3	i	0	-17	i	i	-3	i	i	i
CC(OC(=O)CCCSc1nc2ccccc2s1)C(=O)NC(N)=O (configuration not stated)	i	0	i	-3	-4	i	i	-2	i	i	i
COc1ccc(N2CC(C(=O)N(C)CC(=O)Nc3ccc(Cl)c(C(F)(F)F)c3)CC2=O)c(OC)c1 (configuration not stated)	i	-1	i	0	-18	i	i	5	i	i	i
Cc1nc2ccccn2c1C(=O)NNS(=O)(=O)c1ccc(Cl)cc1	i	0	i	1	-9	i	i	-3	i	i	i
CNc1ccccc1C(=O)OCC(C)=O	i	-3	i	-2	-11	i	i	-8	i	i	i
O=C(COC(=O)Cn1cnc2ccccc21)Nc1cccc([N+](=O)[O-])c1	i	0	i	2	-18	i	i	6	i	i	i
O=S(=O)(c1ccccc1)c1cc(O)ccc1O	i	0	i	1	-4	i	i	1	i	i	i
COc1ccc(CNC(=O)/C=C/c2ccccc2[N+](=O)[O-])cc1	i	0	i	1	-1	i	i	-7	i	i	i
O=C(CCS(=O)(=O)c1ccc(Cl)cc1)Nc1ccccc1Br	i	-1	i	-1	-3	i	i	-1	i	i	i
CCC(C)C(=O)Nc1ccc(S(=O)(=O)Nc2nccs2)cc1 (configuration not stated)	i	0	i	4	-8	i	i	1	i	i	i
O=C(NCCCc1ccccc1)C1CCN(S(=O)(=O)c2ccc(F)cc2)CC1	i	-1	i	1	-11	i	i	1	i	i	i
Cc1nc(N)nc(SCc2ccc([N+](=O)[O-])cc2)c1N	i	-1	i	1	-4	i	i	-3	i	i	i
CC(C)(C)OC(=O)NCCCC[C@H](NC(=O)c1nc[nH]c1C(=O)NCc1ccc(CNC(=O)OC(C)(C)C)cc1)C(=O)OC(C)(C)C	i	-2	i	4	-19	i	i	7	i	i	i
Cn1nnnc1SC(C(=O)Nc1cccc(C(F)(F)F)c1)c1ccccc1 (configuration not stated)	i	.	i	-4	-11	-7*	i	10	i	i	i
Cc1ccc(N(Cc2cc(=O)[nH]c3ccccc23)C(=O)C(C)C)c(C)c1	i	-1	i	1	-4	i	i	0	i	i	i
COc1ccc(/C=N/N2CCOCC2)cc1COc1ccc(Cl)cc1	i	-1	i	2	-8	i	i	.	i	i	i
Cc1nn(-c2ccccc2)c2c1C(c1ccc(O)c(O)c1)N1C(=N2)C(Nc2ccccc2)=Nc2ccccc21 (configuration not stated)	i	.	i	3	-9	i	i	1	i	i	i
COc1ccc(NC(=O)Cn2nnc(C(=O)NCCc3ccc(OC)c(OC)c3)c2N)cc1	i	-1	i	-2	-4	i	i	6	i	i	i
O=C(O)CC(SCC(=O)Nc1ccc(Br)cc1)C(=O)O (configuration not stated)	i	-1	i	-1	-5	i	i	0	i	i	i
N/C(=N\OC(=O)CCn1cccc(C(F)(F)F)c1=O)c1ccc(OC(F)(F)F)cc1	i	2	i	-1	-7	i	i	.	i	i	i

Results in Dyrk1A ADPGlo and PolyA inh (2 entries from above):
Structure	Dyrk1A ADPGlo	PolyA inh
CCc1ccc(NC(=O)Cn2cccc2)cc1	-26	i
Cc1nc(C(=O)N(C)C)nn1-c1ccc(Cl)cc1Cl	-1	i

Next section:
SMILES	KCNK3 inh	GSK3 alpha inh	KCNQ1 inh	GSK3beta inhib	hERG rescue	KCNK9 block	PolyA inh	Dyrk1A ADPGlo	RGS4 pot	RGS4 block	KCNQ1 pot
O=C1C2=C(c3ccccc31)[N+](=O)C1CCCCC1N2[O-] (configuration not stated)	i	-3	i	-2	-6	i	i	2	i	i	i
Cc1cc(Cl)c(S(=O)(=O)NC(C)C)cc1OCC(N)=O	i	-2	i	-5	-7	i	i	1	i	i	i
O=C(CCCn1cnc([N+](=O)[O-])n1)Nc1ccc(F)c(Cl)c1	i	-2	i	3	-16	i	i	.	i	i	i
Cc1cc(/C=C2/C(=O)NN(c3ccccc3)C2=O)c(C)n1-c1ccc(O)cc1	i	-1	i	4	-4	i	i	0	i	i	i
CCCN(CCO)Cc1ccc(F)c(Br)c1	i	-1	i	1	-6	i	i	-2	i	i	i
CC1(C)C2CCC1(C)C(OC(=O)CCn1ccnc1)C2 (configuration not stated)	i	-1	i	-2	-6	i	i	8	i	i	i

Assay outcomes deposited in PubChem by several laboratories.
